Arr AP2 block – human beta-arrestin and AP2 interaction inhibition | FITC-arrestin peptide / GST-AP2 beads, flow cytometry; AP2 beta2 appendage carries R879A mutation | inhibition, % at 10 µM | 0.31% of 340,000 active | AID 504490;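 active = inhibition above a set limit, near 3 SD of compounds lacking own fluorescence, cut at about 54% in these data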;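 note: plate controls were DMSO wells for no effect and 5 µM unlabelled arrestin peptide for full effect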
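System: GST-AP2 R879A glutathione beads | Also added: FITC-arrestin peptide, 50 nM | Times: 12 min plus 1 h, RT | Signal: Bead flow cytometry, FITC channel | Buffer or medium: PBS with 0.05% Tween 20 and 0.1% BSA | Read-out basis: Percent drop in bead-associated FITC signal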
PKA-R2B activ – PKA-R2B complex activation; 0.079% of 340,000 active; P22694+P31323; AID 504700; activation, % at 11.4 µM; PKA-R2B holoenzyme dissociation, Cy5-IP20 fluorescence polarization; R2B truncated from residue 108, S112A mutant; 0% DMSO only, 100% 113 µM cGMP;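 active = activation above a cutoff set at the mean over all compounds plus 3 SD, cut at about 18% in these data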;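 note: higher means more holoenzyme dissociation and a rise in polarization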
MOR-DOR inv ag – inverse agonists of human mu-delta opioid receptor heterodimerization. inhibition, % at 9.3 µM. P35372+P41143. 0.21% of 340,000 active. cell-based MOR-DOR heterodimer luminescence, inverse agonism. AID 504357; in the data active = inhibition above about 22%, passing the limit was not always enough;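 note: 0% = cells with DMSO and 100% = wells without cells with DMSO; values of inactives mirror those of a sister screen read the other way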
HTR5A ag ctr – activates human HTR5A in OPRM1-OPRD1 agonist counter-screen; P47898; HTR5A agonist assay, luminescence, cell-based; activation, % at 9.3 µM; 0.61% of 340,000 active; in the data active = activation mostly above about 9.5%, no sharp cut-off; inactive = mostly below about 7.6%;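 note: 0% = cells with vehicle only and 100% = reference agonist; strong numbers were not always called active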
Target sequence (P47898 whole entry, looked up): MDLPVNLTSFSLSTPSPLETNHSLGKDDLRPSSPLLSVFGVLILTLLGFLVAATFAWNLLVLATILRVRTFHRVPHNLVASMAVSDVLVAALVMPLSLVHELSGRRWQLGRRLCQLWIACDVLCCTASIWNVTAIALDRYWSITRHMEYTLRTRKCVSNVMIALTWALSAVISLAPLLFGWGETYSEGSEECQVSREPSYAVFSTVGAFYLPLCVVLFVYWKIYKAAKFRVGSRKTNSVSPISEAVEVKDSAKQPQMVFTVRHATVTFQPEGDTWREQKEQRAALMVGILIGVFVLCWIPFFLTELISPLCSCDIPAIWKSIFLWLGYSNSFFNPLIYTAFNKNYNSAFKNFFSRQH
PKA-R1A activ – PKA-R1A complex activation. P00514+P68181. PKA-R1A dissociation, Cy5-IP20 fluorescence polarization; scaled: DMSO 0%, 113 µM cGMP 100%. activation, % at 11.4 µM. 0.083% of 340,000 active. AID 504707;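 active = percent activation above the mean of all tested compounds plus 3 SD, cut at about 19% in these data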;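 note: higher means more PKAc released from R1A so a rise in polarization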
MOR-DOR ag – agonists of human mu-delta opioid receptor heterodimerization | AID 504326 | 0.3% of 340,000 active | P35372+P41143 | activation, % at 9.3 µM | cells, OPRM1-OPRD1 heterodimerization, luminescence; in the data active = activation above about 18%;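 note: 0% = vehicle-treated cells and 100% = reference agonist; values of inactives mirror those of a sister screen read the other way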
Pemphigus Ab inh – human desmoglein-3 autoantibody binding inhibition; DSG3-coupled beads, scFv-anti-DSG3-GFP binding, flow cytometry; stronger effect = lower value; binding (percent of control), % at 10 µM; 0.48% of 310,000 active; AID 588358;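 active = binding more than 3 SD below its plate's average and above zero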;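 note: hits lower antibody fragment binding to DSG3; some compounds called inactive have numbers as strong as hits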
DAGLB inhibitor – diacylglycerol lipase beta (human) inhibition; inhibition, % at 5.17 µM; 0.059% of 340,000 active; AID 504411; HEK293T DAGLB membrane lysate, EnzChek fluorogenic substrate; Q8NCG7; in the data active = inhibition above about 34%;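 note: 0% = enzyme with vehicle and 100% = wells lacking enzyme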
HTR5A inv ctr – counter-screen for OPRM1-OPRD1 inverse agonists: human HTR5A inverse agonism; AID 504634; P47898; inhibition, % at 9.3 µM; HTR5A cell line, luminescence; 0.083% of 340,000 active; in the data active = inhibition mostly above about 23%, no sharp cut-off; inactive = mostly below about 18%;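 note: 0% = cells with DMSO and 100% = no-cell wells with DMSO; some compounds called inactive have numbers as strong as hits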
V-ATPase pH – regulators of yeast V-ATPase proton transport | AID 504577 | 0.37% of 350,000 active | S. cerevisiae, pHLuorin cytosolic pH fluorescence | response, % at 10 µM; in the data active = response mostly above about 7.3%, no sharp cut-off; inactive = mostly below about 5.4%; note: actives read high; inactives centre near 0; some compounds called inactive have numbers as strong as hits; reference of the scale not given here
An asterisk follows results filed as active; x = not tested or not shown.

Below each compound: Arr AP2 block	PKA-R2B activ	MOR-DOR inv ag	HTR5A ag ctr	PKA-R1A activ	MOR-DOR ag	Pemphigus Ab inh	DAGLB inhibitor	HTR5A inv ctr	V-ATPase pH
- Cc1c(C(=O)OC(C)C)sc(N)c1C(=O)OC(C)C
  15	-8	-5	7	2	0.8	97	-8	-18	-3
- CC(=O)Nc1nc(C)c(Oc2ccc(Cl)cc2)c(=O)[nH]1
  16	7	7	-2	-3	-1.4	108	1	1	1
- CC12CCCC(=O)C1CCC(=Cc1ccco1)C2=O (configuration not stated)
  x	9	x	x	9	x	105	0	x	0
- Cc1ccc(S(=O)(=O)N2CCN(CC(=O)N/N=C/c3ccco3)CC2)cc1
  15	-9	-1	-5	-9	0.1	102	-3	19	-1
- O=C(CSCc1ccccc1)NCCCN1CCOCC1
  x	-3	17	1	0	-3.8	92	-2	-10	2
- COc1ccc(OC)c(NC(=O)CSc2nnnn2-c2ccccc2F)c1
  12	0	10	0	-13	-2.1	104	-2	-1	1
- C/C(=N/OC(=O)c1cccc(Cl)c1)c1nccs1
  3	5	1	-5	-13	-0.2	x	-2	17	1
- CCN=C1S/C(=C\c2ccc(Sc3ccc(Cl)cc3)o2)C(=O)N1CC
  2	7	-2	3	-3	0.4	102	-1	12	1
- N=c1c2c(ncn1CCCO)Oc1cc(O)ccc1C2c1ccccc1 (configuration not stated)
  -9	-7	12	2	0	-2.1	100	0	-6	0
- Cc1cc(C)nc(N2CCC(C(=O)NCc3cccs3)CC2)n1
  6	2	17	1	-6	-3.1	100	0	7	-1
- O=S(=O)(Nc1nc2ccccc2nc1Nc1ccc2c(c1)OCCO2)c1cccs1
  30	-6	-16	6	-4	2.8	98	5	-5	4
- C=CCNC(=O)c1onc(CSc2ccccn2)c1C(=O)NCC=C
  17	3	2	-2	0	-0.4	101	-2	5	-4
- O=C1OC(=O)c2cc([N+](=O)[O-])ccc21
  22	10	9	2	13	-1.8	104	-1	-10	-3
- O=C1CN(c2nnnn2-c2ccccc2)CCN1
  -6	-2	8	0	-1	-1.4	107	1	13	-1
- CC(NC(=O)CN1C(=O)NC(C)(C2CC2)C1=O)c1ccc(F)cc1 (configuration not stated)
  -7	-6	14	5	-9	-2.2	101	0	-15	-1

3 compounds from above with just MOR-DOR inv ag, DAGLB inhibitor and PKA-R1A activ.
| compound | MOR-DOR inv ag | DAGLB inhibitor | PKA-R1A activ |
| --- | --- | --- | --- |
| N=c1c2c(ncn1CCCO)Oc1cc(O)ccc1C2c1ccccc1 (configuration not stated) | 12 | 0 | 0 |
| C/C(=N/OC(=O)c1cccc(Cl)c1)c1nccs1 | 1 | -2 | -13 |
| O=C1OC(=O)c2cc([N+](=O)[O-])ccc21 | 9 | -1 | 13 |

Three compounds from above, sorted by molecular weight, smallest number first:
Below each compound: Arr AP2 block	PKA-R2B activ	MOR-DOR inv ag	HTR5A ag ctr	PKA-R1A activ	MOR-DOR ag	Pemphigus Ab inh	DAGLB inhibitor	HTR5A inv ctr	V-ATPase pH
- CC(=O)Nc1nc(C)c(Oc2ccc(Cl)cc2)c(=O)[nH]1
  16	7	7	-2	-3	-1.4	108	1	1	1
- O=C(CSCc1ccccc1)NCCCN1CCOCC1
  x	-3	17	1	0	-3.8	92	-2	-10	2
- COc1ccc(OC)c(NC(=O)CSc2nnnn2-c2ccccc2F)c1
  12	0	10	0	-13	-2.1	104	-2	-1	1

Record cards, from the list above.
C=CCNC(=O)c1onc(CSc2ccccn2)c1C(=O)NCC=C as listed: Arr AP2 block: 17; PKA-R2B activ: 3; MOR-DOR inv ag: 2; HTR5A ag ctr: -2; PKA-R1A activ: 0; MOR-DOR ag: -0.4; Pemphigus Ab inh: 101; DAGLB inhibitor: -2; HTR5A inv ctr: 5; V-ATPase pH: -4
CC(=O)Nc1nc(C)c(Oc2ccc(Cl)cc2)c(=O)[nH]1 as listed: Arr AP2 block: 16; PKA-R2B activ: 7; MOR-DOR inv ag: 7; HTR5A ag ctr: -2; PKA-R1A activ: -3; MOR-DOR ag: -1.4; Pemphigus Ab inh: 108; DAGLB inhibitor: 1; HTR5A inv ctr: 1; V-ATPase pH: 1
Cc1ccc(S(=O)(=O)N2CCN(CC(=O)N/N=C/c3ccco3)CC2)cc1 as listed: Arr AP2 block: 15; PKA-R2B activ: -9; MOR-DOR inv ag: -1; HTR5A ag ctr: -5; PKA-R1A activ: -9; MOR-DOR ag: 0.1; Pemphigus Ab inh: 102; DAGLB inhibitor: -3; HTR5A inv ctr: 19; V-ATPase pH: -1

The list goes on.
Below each compound: Arr AP2 block	PKA-R2B activ	MOR-DOR inv ag	HTR5A ag ctr	PKA-R1A activ	MOR-DOR ag	Pemphigus Ab inh	DAGLB inhibitor	HTR5A inv ctr	V-ATPase pH
- COc1cccc(N(C(=O)CNC(=O)c2ccco2)C(C(=O)NC2CCCC2)c2cccnc2)c1 (configuration not stated)
  -4	5	8	2	-6	-1.1	x	3	-6	0
- N#CCCCn1c(=O)oc2ccccc21
  2	0	0	-1	6	0.0	111	-3	4	-2
- CC(C)OC(=O)Cn1nnc(-c2ccccc2)n1
  -1	2	12	-3	10	-2.1	93	-1	-3	0
- COc1ccc2nc3oc(C(=O)Nc4ccc(OC)c(OC)c4)cc3cc2c1
  -1	-6	9	2	-2	-1.8	x	1	-15	5
- Cc1ccccc1NC(=O)/C=C/c1cccs1
  -2	-7	12	-1	6	-2.5	102	-1	2	-2
- Cc1ccccc1NC(=O)NCCCN1CCCC1=O
  -4	14	11	5	11	-2.0	96	0	-6	0
- COc1ccc(C(=O)/C=C/c2ccc(OC)c(O)c2)c(F)c1
  3	2	12	-1	-7	-2.3	83	-2	22	2
- COc1ccc(N2CCN(C(=O)CSc3nnnn3C3CC3)CC2)cc1
  -6	-2	11	0	-6	-2.8	93	-1	1	2
- CCn1c(SCC(=O)NNC(=O)Cc2ccccc2)nnc1-c1ccccc1
  3	0	6	3	8	-1.1	102	-2	-13	8

Source: PubChem BioAssay
